# Screens as filed in PubChem.
# APJ ag: agonists of human APJ apelin receptor | P35414 | CHO-K1 APJ PathHunter beta-arrestin, luminescence; 0% DMSO wells, 100% apelin | activation, % at 20 µM | 330,000 compounds, 0.11% hits | AID 2520;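 active means activation more than six SD over the plate average, tested at 20 µM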;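 further: 0% = DMSO alone and 100% = apelin-13 at 10 nM; some results filed as inactive read as strong as hits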
# Target sequence (P35414 whole entry, looked up): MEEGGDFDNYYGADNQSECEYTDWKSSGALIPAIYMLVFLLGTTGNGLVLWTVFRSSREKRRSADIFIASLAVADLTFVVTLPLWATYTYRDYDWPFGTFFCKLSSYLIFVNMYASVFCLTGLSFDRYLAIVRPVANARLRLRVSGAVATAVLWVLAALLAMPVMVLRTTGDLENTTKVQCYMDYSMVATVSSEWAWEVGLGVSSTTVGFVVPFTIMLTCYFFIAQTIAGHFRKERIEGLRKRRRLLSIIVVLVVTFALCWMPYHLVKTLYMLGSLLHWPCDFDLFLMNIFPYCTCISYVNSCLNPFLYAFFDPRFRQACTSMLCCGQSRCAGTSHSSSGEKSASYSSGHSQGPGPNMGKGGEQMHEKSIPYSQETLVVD
#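 assay system = CHO-K1 APJ beta-arrestin complementation cell line | input = cell density 1000 per well | dosing = compound 20 µM once, DMSO 1% | timing = compound 90 min 25 °C, reagent 1 h | measured by = luminescence from split beta-galactosidase complementation, Galacton Star/Emerald II substrate | read-out basis = APJ agonist activity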
# CXCR6 block: inhibitors of human CXCR6 receptor. O00574. CHO-K1 PathHunter CXCR6 beta-arrestin, luminescence. inhibition, % at 20 µM. 360,000 compounds, 0.36% hits; in the data active means inhibition above about 34%, passing the limit was not always enough;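 further: antagonist mode with CXCL16 agonist at 10 nM final; 0% = 10 nM CXCL16 with DMSO and 100% = unstimulated wells without agonist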
# Target sequence (O00574 whole entry, looked up): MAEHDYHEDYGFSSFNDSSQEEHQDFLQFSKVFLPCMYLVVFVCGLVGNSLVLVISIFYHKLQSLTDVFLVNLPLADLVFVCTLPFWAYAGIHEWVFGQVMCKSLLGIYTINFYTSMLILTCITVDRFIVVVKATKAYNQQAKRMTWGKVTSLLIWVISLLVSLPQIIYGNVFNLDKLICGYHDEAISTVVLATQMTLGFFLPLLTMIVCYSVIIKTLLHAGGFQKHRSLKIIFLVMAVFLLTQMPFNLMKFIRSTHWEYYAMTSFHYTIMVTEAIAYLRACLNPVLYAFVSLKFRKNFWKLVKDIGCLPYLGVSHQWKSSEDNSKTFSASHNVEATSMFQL
# UPR XBP1 act: activators of adaptive arm of unfolded protein response (XBP1); CHO-XBP1 luciferase reporter, IRE1-XBP1 UPR activation, luminescence; percent of tunicamycin response, DMSO as zero; activation, % at 20 µM; 330,000 compounds, 0.33% hits;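 active means versus positive control, 20 µM dose yields 30% or more activation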;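 further: 100% = tunicamycin at 10 µg/mL and 0% = DMSO only wells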
#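 incubation = overnight seeding at 37 °C, 6 h compound treatment at 37 °C | assay system = CHO-XBP1 cells stably carrying IRE1-XBP1-driven luciferase reporter | input = 1000 cells per well | detection = luciferase luminescence | dosing = single point, 20 µM final compound, 1% DMSO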
# EBI2 block: EBI2 (human) antagonism; P32249; EBI2 beta-arrestin recruitment, luminescence, 7a,25-OHC stimulated; inhibition, % at 5 µM; 360,000 compounds, 0.81% hits; in the data active means inhibition above about 38%;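 further: enzyme fragment complementation signal reports receptor beta-arrestin coupling in cells; 0% = agonist plus DMSO wells and 100% = wells without agonist; some results beyond the cut were filed as inactive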
# APJ antag: APJ receptor antagonism; P35414; CHO-K1 APJ beta-arrestin complementation, luminescence; inhibition, % at 20 µM; 330,000 compounds, 0.32% hits; AID 2521;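 active means inhibition above about 40% at 20 µM, limit read from the data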;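 further: cells challenged with 10 nM apelin-13 agonist together with compound; plate controls were apelin-13 plus DMSO wells for no effect and DMSO wells lacking apelin-13 for full effect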
# UPR CHOP act: activators of apoptotic arm of unfolded protein response (CHOP); CHO-CHOP luciferase reporter, UPR activation, luminescence; percent of tunicamycin response over DMSO baseline; activation, % at 10 µM; 330,000 compounds, 0.34% hits; AID 449763;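 active means at 10 µM dose, activation of 40% or more, normalized to positive control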;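 further: 100% = tunicamycin at 10 µg/mL and 0% = DMSO alone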
#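 Test system: CHO CHOP reporter cells. Input: 500 CHO-CHOP cells per well. Medium: F12 with 10% FBS. Technique: luciferase luminescence. Measure: percent activation relative to tunicamycin control. Dosing: 10 µM compound, 0.5% DMSO. Timing: 16-18 h cell attachment, then 6 h compound exposure, 37 °C.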
# tim23-1 inh: tim23-1 yeast growth inhibition. inhibition, % at 20 µM. 330,000 compounds, 1.3% hits. S. cerevisiae tim23-1 growth, BacTiter-Glo luminescence, 24 h;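 active means growth inhibition of the mutant yeast at or above 50%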;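 further: temperature-sensitive mutant grown at 25 °C; plate controls were DMSO-treated mutant yeast for no effect and medium wells lacking yeast for full effect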
# Mdm2 MdmX PPI: inhibitors of human Mdm2/MdmX interaction; O15151+Q00987; SaOS-2 split-luciferase Mdm2/MdmX complementation, luminescence; inhibition, % at 8 µM; 330,000 compounds, 3% hits; AID 485346;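 active means inhibition of at least 50% at 8 µM in the primary screen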
# CCR6 antagonist: antagonists of human CCR6 receptor. P51684. inhibition, % at 20 µM. 340,000 compounds, 0.49% hits. CHO-K1 CCR6 PathHunter beta-arrestin, luminescence, CCL20-stimulated;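 active means compounds whose inhibition of the agonist-driven luminescence signal at 20 µM reaches about 50%, limit read from the data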;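 further: cells stimulated with CCL20 at 14 nM final; plate controls were DMSO with CCL20 for no effect and DMSO without agonist for full effect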
# Target sequence (P51684 whole entry, looked up): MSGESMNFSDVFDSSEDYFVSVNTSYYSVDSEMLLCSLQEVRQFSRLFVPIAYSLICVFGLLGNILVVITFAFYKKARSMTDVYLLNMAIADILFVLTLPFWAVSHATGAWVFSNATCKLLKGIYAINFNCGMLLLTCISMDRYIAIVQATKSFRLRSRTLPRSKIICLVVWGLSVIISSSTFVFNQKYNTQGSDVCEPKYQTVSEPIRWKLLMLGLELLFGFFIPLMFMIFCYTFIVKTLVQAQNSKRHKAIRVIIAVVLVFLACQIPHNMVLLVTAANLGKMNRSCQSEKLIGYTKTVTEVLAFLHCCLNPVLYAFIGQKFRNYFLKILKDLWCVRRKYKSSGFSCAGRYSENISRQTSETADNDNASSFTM
# * marks the source's active call; other numbers are inactive results; / = not tested or not shown. Some of the compounds tested, so the mix of outcomes need not match the whole.
# The line under a structure holds: EBI2 block	CCR6 antagonist	APJ ag	UPR XBP1 act	tim23-1 inh	Mdm2 MdmX PPI	CXCR6 block	APJ antag	UPR CHOP act
Cc1ccc(SCCC(=O)OCC(=O)Nc2ccc(C(N)=O)cc2)cc1
  -1	-4	-4	-3	-7	20	-6	-11	9.1
COc1ccc(Br)cc1C1CC(=O)C(C)C(c2cc(Br)ccc2OC)N1 (configuration not stated)
  -6	15	-3	-1	17	18	10	-13	2.4
CCn1nc(C)c(/C=N/NC(=O)Cc2ccc(Cl)cc2)c1C
  -12	7	1	5	19	-69	-7	-5	4.2
O=c1c(C=NCCCO)c(-c2ccccc2)[nH]n1-c1nc2ccccc2s1
  -3	9	1	-6	-2	-40	-2	11	-3.7
O=C1N=C(N2CCCCC2)SC1=C1CCCCC1
  -3	5	-3	2	20	-20	-1	8	2.9
O=C(N/N=C/C=C\c1ccccc1[N+](=O)[O-])c1cccs1
  -27	2	0	-1	24	4	-4	9	1.7
CC(=O)c1ccc(N2CCN(C(=O)c3nn(C)c4c3CS(=O)(=O)c3ccccc3-4)CC2)cc1
  -6	8	-2	-4	0	9	2	-12	0.8
Nc1c(C(=O)NCc2cccnc2)sc(=S)n1-c1ccccc1
  -8	2	-4	0	3	10	-8	28	-0.2
O=C1c2ccsc2SCCN1Cc1cccc(F)c1
  6	3	-4	-4	19	-12	6	8	-0.7
CCOc1ccc(/C=C/C(=O)NC2CCCCC2)cc1
  1	6	-4	-2	-1	-11	2	8	4.0
O=C(NCCCCc1ccccc1)NC[C@@H]1CC[C@@H](Cc2ccc(-c3ccccc3)cc2)O1
  10	13	/	6	31	26	2	/	1.9
C=CCNC1=C(Cl)C(=O)N(c2cccc(Cl)c2Cl)C1=O
  -9	-4	-1	-1	37	-10	-5	-1	-1.1
CCOC(=O)c1ccc(N2CCN(c3cc(C)ccc3C)CC2)c(N)c1
  2	-1	-2	-3	5	18	1	-4	-1.0
CSCCC1NC(=O)N(CC(=O)Nc2c(Cl)cc(Cl)cc2Cl)C1=O (configuration not stated)
  -6	-2	-1	-1	8	10	7	5	2.4
CCCN(C(=O)c1ccccc1Cc1ccccc1)C1CCS(=O)(=O)C1 (configuration not stated)
  4	12	-5	-1	8	16	1	15	-0.5

# Entries from the list above that contain a thiophene ring, fused or not, in the order listed:
# The line under a structure holds: EBI2 block	CCR6 antagonist	APJ ag	UPR XBP1 act	tim23-1 inh	Mdm2 MdmX PPI	CXCR6 block	APJ antag	UPR CHOP act
O=C(N/N=C/C=C\c1ccccc1[N+](=O)[O-])c1cccs1
  -27	2	0	-1	24	4	-4	9	1.7
O=C1c2ccsc2SCCN1Cc1cccc(F)c1
  6	3	-4	-4	19	-12	6	8	-0.7

# (more compounds)
# The line under a structure holds: EBI2 block	CCR6 antagonist	APJ ag	UPR XBP1 act	tim23-1 inh	Mdm2 MdmX PPI	CXCR6 block	APJ antag	UPR CHOP act
COc1ccccc1NC(=O)c1cc(S(=O)(=O)NCc2ccccc2)ccc1F
  2	1	-3	6	13	43	0	-25	-0.8
CCN(CC)S(=O)(=O)c1ccc(O)c(NC(=O)c2cc(-c3cc(OC)c(OC)c(OC)c3)nc3ccccc23)c1
  1	-8	2	-8	16	18	-3	2	2.2
CCCC1CCC(C(=O)Nn2cnc3ccccc3c2=O)CC1 (configuration not stated)
  3	14	-7	1	22	-9	4	0	-0.9
FC(F)(F)c1ccc(-c2n[nH]c(=S)o2)nc1
  0	-3	-7	-2	-6	18	0	22	-1.5
COCCCNC(=S)N(CCCO)Cc1cc2cc3c(cc2[nH]c1=O)OCCO3
  4	-8	-3	-2	4	-10	27	18	3.2
O=C(Nc1nnc(SCc2ccccc2)s1)c1cccc([N+](=O)[O-])c1
  2	14	-3	-1	11	15	-7	9	-0.2
CCOC(=O)C1=C(COC(=O)CCOc2cccc(C)c2)NC(=O)NC1C (configuration not stated)
  -9	12	-4	-1	7	-5	-13	7	0.1
O=C(Nc1cccc(S(=O)(=O)N2CCOCC2)c1)c1cccc(S(=O)(=O)N2CCCCC2)c1
  -3	9	4	-5	11	18	4	-11	0.8
O=C(NC1CC1)c1sccc1-n1cccc1
  -6	11	0	-2	19	-14	4	11	0.0
CC(C)NC(=O)CSc1nc(-c2cccs2)cc(-c2ccccc2)c1C#N
  -5	-1	-5	0	-12	35	8	-2	0.9
FC(F)(F)c1ccc(Sc2nnc(-c3cccs3)n2CC2CCCO2)nc1 (configuration not stated)
  -8	-3	-1	3	9	3	-9	6	-0.2
CC/C(C)=N/Nc1ccc(S(=O)(=O)N2CCCC2)cc1[N+](=O)[O-]
  -5	22	2	-3	19	24	-5	-18	-1.5
Cc1ccc(C(C(=O)NCC2CCCO2)N(C(=O)c2snc(C(N)=O)c2N)c2ccc(F)cc2)o1 (configuration not stated)
  9	11	2	1	5	8	-2	2	-0.9
NS(=O)(=O)c1ccc(NC(=O)COc2ncnc3sccc23)cc1
  -1	7	-3	-1	-3	20	-6	-3	-2.3
Cc1ccc(-n2[nH]c(C)c(/C=N/n3c(C)nc4ccccc4c3=O)c2=O)cc1
  7	7	-5	1	3	20	-2	22	1.6
Cc1ccc(NC(=O)CS(=O)CC(=O)NCCCc2ccccc2)cc1Cl (configuration not stated)
  -2	-5	3	-3	14	-3	2	-3	0.0
O=C1CSC(=S)N1/N=C/c1ccc(O)c(O)c1O
  -8	7	8	1	0	17	-2	-72	0.7
CC(=O)N1CCC(=NNc2nc3ccccc3s2)CC1
  -15	23	-3	5	-3	-39	-12	6	1.0
Cc1ccc(C)n1-c1ccc(C#N)cn1
  12	9	-6	1	4	0	-1	1	0.8
COC(=O)CSc1nc(C)c2c(n1)CCCC2
  -10	4	0	4	5	0	-12	-9	0.2
COc1cc(NC(=O)c2onc(C)c2Cl)cc(OC)c1OC
  0	10	-3	3	0	22	-11	-12	-1.7
COc1cc(/C=N/n2c(-c3ccccc3)n[nH]c2=S)ccc1O
  2	27	-5	-3	24	5	1	-4	1.1
CC(=O)Nc1ccc(S(=O)(=O)NCCC(=O)NCC2COc3ccccc3O2)cc1 (configuration not stated)
  -3	-4	10	-2	3	-12	0	0	-1.2
N#CC1=C(N)Oc2ccccc2C12C(=O)Nc1n[nH]c(-c3ccccc3)c12 (configuration not stated)
  -7	-3	-1	-2	13	6	-9	-8	-0.4
O=Cc1ccc(OC2OCCOC2Oc2ccc(C=O)cc2)cc1 (configuration not stated)
  5	2	3	-3	16	10	2	4	1.3
Cc1oc(-c2cc3c(cc2Cl)OCO3)nc1CN1CCCC1c1ccc(F)cc1 (configuration not stated)
  26	14	-5	-1	38	20	2	15	-1.7
Clc1ccc(-c2nnc(NC3=NCCCCC3)o2)cc1
  0	1	-2	-4	20	20	-2	6	-6.3
Cc1ccc(C)c(S(=O)(=O)N=Nc2c(O)[nH]c3ccccc23)c1
  2	4	-3	-4	16	-4	-19	-12	0.8
Cc1oc(C)c(C(=O)Nc2ccc(CC(=O)O)cc2)c1C(=O)Nc1ccc(CC(=O)O)cc1
  -3	9	6	-2	10	25	-4	23	-2.3
COc1cccc(Oc2ccc(C(F)(F)F)cc2N)c1
  11	20	-1	2	20	15	-1	-5	2.2
COc1ccc2c(c1)c(C(=O)N/N=C/c1ccc(Cl)cc1)c(C)n2C
  14	-1	0	2	17	34	-3	13	-0.9
CCc1cc(=O)oc2cc(OCC(=O)N3CC[C@@]4(O)CCCC[C@H]4C3)ccc12
  -5	-5	-2	-1	-8	9	-4	-55	-1.5
Cc1cccc(NC(=O)C2CCCN(C(=O)Nc3ccc(F)cc3)C2)c1C (configuration not stated)
  7	16	-3	1	-2	10	2	14	1.5
COc1ccc(-c2cccc([C@H]3[C@@H]4C=CCC[C@@]4(C)C(=O)N3Cc3ccccc3)c2)cc1
  37	10	13	-2	-6	22	1	16	0.9
Cc1ccc(C(=O)NC2CCN(CCCC(=O)c3ccc(F)cc3)CC2)cc1
  -3	0	-1	-2	-66	27	5	10	1.2
O=C(Nc1nc2ccccc2n1CCOc1ccc(Cl)cc1)c1ccco1
  7	33	2	3	17	67*	33	14	-0.1
CN1C(=O)CC(P(=O)(c2ccccc2)c2ccccc2)N(C)C1=O (configuration not stated)
  -14	-2	3	0	13	15	-6	10	-2.1
Cc1noc(NS(=O)(=O)c2ccc(NC(=O)CSc3nc4c(cc3C#N)CCC4)cc2)c1C
  2	8	1	-1	12	-2	1	-4	-2.2
O=C1Nc2ccccc2N=C(c2ccccc2)C1N1CCOCC1 (configuration not stated)
  3	-10	-4	-2	9	-2	8	7	-0.9
O=C(NCc1ccccc1)c1ccccc1OCC(=O)N1CCCCC1
  -8	5	-3	-2	14	6	6	10	-1.9
CCC(C(=O)OC)n1cnc2c(nnn2-c2ccc(OC)cc2)c1=O (configuration not stated)
  -1	-12	8	1	3	-4	-8	19	0.7
COc1nc(Nc2ccc(C(C)C)cc2)nc(OC)n1
  -7	14	5	3	34	-4	-5	-7	2.9
N#Cc1ccc(Oc2ccc(NC(=O)C3CC=CCC3C(=O)O)cc2)cc1 (configuration not stated)
  0	-2	-4	-2	-4	20	3	-4	0.7
Cc1ccc(OCC(=O)Nc2ccccc2C(N)=O)cc1
  -5	8	0	-3	1	-96	-12	3	6.5
C[n+]1ccc(C(=O)Nc2ccccc2Cl)cc1
  1	-4	4	-4	-2	16	-1	-6	1.1
C=CCN(CC=C)CC(=O)Nc1cccc(Oc2cnccn2)c1
  4	5	-4	-4	10	15	-5	14	0.1
O=C(COc1ccc(Br)cc1)N1CCC(c2ccccc2)C1 (configuration not stated)
  87*	9	-5	1	24	-8	6	8	0.8
OC(CC#CCN1CCOCC1)(c1ccccc1)c1ccccc1
  -17	17	0	-4	1	23	4	11	0.4
CSc1ccccc1OCc1cc(C(=O)NCC(C)(C)N2CCOCC2)no1
  10	11	0	-3	11	2	2	3	-1.6
Cc1c(C#N)sc(C(N)=O)c1C
  1	14	-1	1	13	22	-6	0	-0.7
O=c1c2cc(F)ccc2sn1-c1ccccc1
  25	35	8	-5	38	40	12	-2	10
O=C(NCCN1CCCc2ccccc21)C1CCC(=O)N(CCc2ccccc2)C1 (configuration not stated)
  1	1	0	-1	-5	4	5	9	0.4
O=C1CCC(C(=O)N2CCCCO2)CN1Cc1ccc(Cl)cc1 (configuration not stated)
  -1	-4	6	-3	13	11	0	-12	-0.4
O=C(NCC(O)c1ccccc1)c1ccccc1 (configuration not stated)
  1	8	6	-4	15	-7	-3	-35	1.8
CCCCNC(=O)Oc1ccc(C(=O)N2c3ccccc3NC(=O)C2C)cc1 (configuration not stated)
  -11	10	0	-2	-14	-8	-2	19	0.7
COC(=O)CCn1nc(-c2ccc(Cl)cc2)c2ccccc2c1=O
  2	10	-5	2	-3	1	8	5	-2.8
